Bioassay records (PubChem)
RAD52 anneal inh: RAD52 DNA annealing inhibitors, primary screen, biochemical, FRET, single point, set 2; DNA repair protein RAD52 homolog (Homo sapiens), P43351; 0.46% of 360,000 active; inhibition, % at 18.7 µM; recombinant RAD52 DNA annealing, FRET fluorescence;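 active means every replicate showing at least 50% inhibition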
Target sequence (P43351 whole entry, looked up): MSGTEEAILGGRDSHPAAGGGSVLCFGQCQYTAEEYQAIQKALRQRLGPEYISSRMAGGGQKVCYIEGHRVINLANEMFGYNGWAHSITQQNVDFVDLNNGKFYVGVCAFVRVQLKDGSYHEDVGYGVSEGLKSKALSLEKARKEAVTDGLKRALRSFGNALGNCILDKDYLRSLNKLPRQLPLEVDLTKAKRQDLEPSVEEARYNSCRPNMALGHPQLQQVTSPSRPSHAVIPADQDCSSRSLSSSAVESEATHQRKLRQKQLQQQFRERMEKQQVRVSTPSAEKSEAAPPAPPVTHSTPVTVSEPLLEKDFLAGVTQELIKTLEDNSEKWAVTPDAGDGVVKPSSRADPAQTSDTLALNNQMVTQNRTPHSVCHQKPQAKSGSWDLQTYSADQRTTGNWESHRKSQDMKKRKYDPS
miR-122 sensor: miR-122 Renilla sensor signal increase in Huh7, primary screen, miR-122 inhibitor project, cell-based, single point, plate reader | Huh7 miR-122 Renilla luciferase sensor, 48 h; neutral wells = 0, positive control = 100 | activation (reporter increase), % at 12.5 µM | 0.3% of 340,000 active | AID 602342, 2012;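 active means mean replicate activation score at least 90 and every replicate individually at or above 90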;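 further: higher luciferase means less miR-122 activity so hits act as miR-122 inhibitors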
RAD54 inh: inhibitors of human RAD54 branch migration, primary screen, biochemical, fluorescence, single point. DNA repair and recombination protein RAD54-like (Homo sapiens), Q92698. RAD54 Holliday junction branch migration, FAM/BHQ fluorescence. inhibition, % at 10.4 µM. 0.14% of 360,000 active. AID 602329, 2012;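 active means mean normalized replicate activity at least 40 and at least half of replicates scoring 40 or more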;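 further: 0% = median of neutral control wells and 100% = median of positive control wells; inhibitors cause a drop in the FAM fluorescence signal; in these data hits start at about 50%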
PglD inh: C. jejuni PglD acetyltransferase inhibitors, primary screen, biochemical, DTNB colorimetric, single point; UDP-N-acetylbacillosamine N-acetyltransferase PglD (Campylobacter jejuni); purified PglD enzyme, DTNB colorimetric CoA detection; inhibition, % at 12.5 µM; 0.098% of 360,000 active; AID 602405, 2012; in the data active means inhibition above about 16%, passing the limit was not always enough; further: strong numbers were not always called active
E-selectin induc: E-selectin induction in HUVECs, primary screen, imaging, HUVEC, immunofluorescence imaging, single point. normalized: neutral wells 0, TNF-alpha wells 100. activation, % at 7.58 µM. 0.37% of 260,000 active. P16581. AID 686992, 2013;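 active means mean E-selectin-positive cell signal at least 10% of the positive control, reached in at least 60% of replicates, without over 20% cell loss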;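 further: in these data hits start at about 27%; measured in HUVEC primary endothelial cells; signal is the percent of cells scored E-selectin positive by PE staining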
Target sequence (P16581 whole entry, looked up): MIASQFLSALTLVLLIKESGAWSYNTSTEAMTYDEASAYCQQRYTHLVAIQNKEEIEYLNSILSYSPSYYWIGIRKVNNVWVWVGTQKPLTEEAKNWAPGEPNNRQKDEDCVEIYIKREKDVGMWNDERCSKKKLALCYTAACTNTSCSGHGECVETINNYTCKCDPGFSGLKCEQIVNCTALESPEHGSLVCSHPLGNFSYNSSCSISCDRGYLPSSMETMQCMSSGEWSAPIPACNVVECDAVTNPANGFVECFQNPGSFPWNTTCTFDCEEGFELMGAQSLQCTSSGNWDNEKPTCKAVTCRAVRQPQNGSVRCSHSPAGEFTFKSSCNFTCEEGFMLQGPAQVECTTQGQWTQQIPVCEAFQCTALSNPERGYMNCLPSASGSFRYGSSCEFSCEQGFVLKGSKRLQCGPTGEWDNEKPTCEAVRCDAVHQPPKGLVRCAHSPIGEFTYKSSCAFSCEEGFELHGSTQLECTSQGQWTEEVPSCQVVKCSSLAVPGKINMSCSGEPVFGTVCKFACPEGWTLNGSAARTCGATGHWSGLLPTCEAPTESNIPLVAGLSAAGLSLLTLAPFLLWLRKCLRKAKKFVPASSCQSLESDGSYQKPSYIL
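Test system – human umbilical vein endothelial cells (HUVEC), E-selectin induction · Input – 3,000 HUVEC seeded per well · Buffer or medium – EGM-2, gelatin · Compound dosing – single-point compound dose · Detection – immunofluorescence imaging · Measure – percent E-selectin-positive cells · Controls – TNF-alpha high, DMSO low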
PGC1a acetyl inh: inhibitors of PGC1a acetylation signal, primary screen, cell-based, U2OS, AlphaScreen, inhibitor mode; AlphaScreen anti-acetyl-lysine; with virally co-expressed GCN5 acetyltransferase; inhibition, % at 15.6 µM; 0.17% of 350,000 active; AID 651687, 2012;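 active means every replicate shows inhibition of at least 40%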;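 further: 0% = neutral control wells and 100% = positive control wells; some results beyond the cut were filed as inactive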
Cneo AK release: Cryptococcus neoformans cell lysis inducers, primary screen, AK release luminescence, single concentration; C. neoformans lysis, adenylate kinase release luminescence, 4 h; normalised: neutral wells 0, clomiphene wells 100; lysis activity, % at 15 µM; 0.2% of 360,000 active;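 active means mean lysis activity across replicates of at least 80%, whatever share of replicates individually reach that level; inactive means mean lysis activity below 80%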
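Material – log-phase Cryptococcus neoformans yeast cells · Input – 5 × 10^6 yeast cells/mL · Medium – fresh YPD growth medium · Doses – single compound concentration per well · Timing – static 4 h at 37 °C with compound, 1 h detection · Detection – adenylate kinase release luminescence · Read-out – signal increase indicating cell lysis · Control set – Clomiphene as positive lysis control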
ERAP1 inh: human ERAP1 aminopeptidase inhibitors, primary screen, biochemical, single point, plate reader | Endoplasmic reticulum aminopeptidase 1 (Homo sapiens), Q9NZ08 | recombinant ERAP1, Leu-AMC fluorescence, 60 min | inhibition, % at 10.7 µM | 0.15% of 340,000 active | AID 652197, 2013;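 active means mean replicate inhibition of at least 30%, or all replicates individually reaching that 30% level; inactive means mean below 30% and not every replicate reaching it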;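 further: 0% = neutral control wells and 100% = L-leucinethiol positive control wells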
Numbers without * were called inactive; nt = not tested or not shown; & = joins results of further samples; [ ] = remark or other dose.

SMILES	RAD52 anneal inh	miR-122 sensor	RAD54 inh	PglD inh	E-selectin induc	PGC1a acetyl inh	Cneo AK release	ERAP1 inh
CCCN1C[C@@H](C)[C@H](OC)CN(C)C(=O)c2ccc(NC(=O)c3ccc4c(c3)OCO4)cc2OC[C@H]1C	-16	nt	2	-5	0.6	-13	42	-1
Cc1cc(C)c(C)c(S(=O)(=O)N2CCN(C(=O)c3ccccn3)CC2)c1C	-6	8	10	-11	0.1	5	-1	-1
c1ccc2c(c1)COC(CNC1CCCCC1)OC2	-7	nt	nt	nt	0.7	-13	nt	4
CC1CCCCC1NC(=O)CSCC(=O)O (configuration not stated)	nt	-6	3	8	nt	-2	6	nt
O=C(C[C@@H]1C=C[C@@H](NC(=O)CC2CC2)[C@@H](CO)O1)NCc1ccc(-c2ccccc2)cc1	3	5[16.7 µM]	7	-3	0.1	-14	0	-2
COc1ccc(-c2nnn(Cc3nn[nH]n3)n2)cc1OC	nt	-2	-8	-5	nt	-5	0	nt
COC(=O)CCC(=O)NNC(=O)C1CC1(c1ccccc1)c1ccccc1 (configuration not stated)	-4	-6	-5	-3	0.0	6	-1	0
COc1cc(C(=O)Nc2ccncc2)cc(OC)c1OC	-5	nt	8	0	nt	0	0	-1
Nc1nonc1-c1noc(N2CCCCC2)n1	nt	-8	-5	1	nt	9	0	nt
Cc1ccccc1NC(=O)Nc1ccc2c(c1)C(=O)N(C)[C@@H]1CC[C@@H](CC(=O)O)O[C@H]1CO2	nt	21[16.7 µM]	-9	2	0.0	-4	50	nt
COc1ccc(NC(=O)N(C)C[C@H]2OCc3ccccc3-c3ccccc3C(=O)N([C@H](C)CO)C[C@@H]2C)c(OC)c1	5	nt	5	4	-0.2	-2	1	2
COCCNC(=O)CN(Cc1ccccc1)S(=O)(=O)c1ccc2nc(C)sc2c1	-15	-2	3	1	-0.1	1	-2	-9
Cc1ccc(S(=O)(=O)N2CCCC(C(=O)Nc3ccc(C(=O)O)cc3)C2)cc1Cl (configuration not stated)	-7	0	nt	nt	nt	-25	nt	-42
CC(C)(C)[S@@](=O)N1Cc2cc(C(=O)NCc3ccncc3)nc(-c3cccc(-c4ccncc4)c3)c2[C@H]1CCO	-11	nt	13	0	0.1	5	-2	-10
CCN(CC)C(=O)CSc1nc2sc3c(c2c(=O)n1CCOC)CCC3	-4	nt	3	4	nt	nt	0	-2
C[C@H](CO)N1C[C@H](C)[C@H](CN(C)C)Oc2c(NC(=O)Nc3ccc4c(c3)OCO4)cccc2C1=O	-14	4[16.7 µM]	0	-2	nt	3	-1	0
CN(C)c1ncnc2c1nnn2C1OC(CO)C(O)C1O (configuration not stated)	-14	27	-4	6	0.2	14	0	2
COc1cccc(NC(=O)C2CCN(C(=O)[C@@H]3Cc4ccccc4CN3)CC2)c1	-3	-3	-2	2	nt	1	-1	-5
Cc1ccc(C)n1-c1nn(S(=O)(=O)c2ccccc2)c2cccc(F)c12	-15	-1	-2	4	0.0	-11	-1	-1
CC(C)C#Cc1cnc2c(c1)C(=O)N([C@H](C)CO)C[C@H](C)[C@H](CN(C)C(=O)CC1CC1)O2	11	1[16.7 µM]	-5	2	0.3	0	-3	0
COc1ccc(N2CC(O)=C(c3nc(-c4ccccc4)cs3)C2=N)cc1	-5	8	-10	1	4.3	-18	1	5
Cc1ccc(-c2nc(CN3CCCC(C(=O)N4CCOCC4)C3)c(C)o2)cc1 (configuration not stated)	-17	nt	-11	-4	-0.1	nt	1	2
CCC(=O)N(CCCN(C)C)c1nc(-c2cc(OC)ccc2OC)cs1	nt	-12	14	-1	nt	-3	3	nt
O=C(Nc1ccc(Cl)cc1)N[C@@H]1CC[C@H](CCNS(=O)(=O)c2ccccc2F)O[C@@H]1CO	7&-22	nt	3	2	0.9&0.0	-2	-4	1&-4
COc1cc(C(=O)Nc2nc(-c3cccs3)cs2)cc(OC)c1OC	-12	-8	5	4	nt	-16	-2	-1

Next compounds:
SMILES	RAD52 anneal inh	miR-122 sensor	RAD54 inh	PglD inh	E-selectin induc	PGC1a acetyl inh	Cneo AK release	ERAP1 inh
O=C(NCC[C@@H]1CC[C@@H](NC(=O)C2CCCCC2)[C@H](CO)O1)c1cnccn1	2	nt	3	0	-0.2	6	-1	1
C[C@H](CO)N1C[C@H](C)[C@@H](CN(C)C(=O)Nc2ccc3c(c2)OCO3)Oc2ccc(NS(=O)(=O)c3cccs3)cc2C1=O	8	15[16.7 µM]	1	-1	-9.2	-11	100*	-2
O=C(COc1ccc(F)cc1)NC1CC1	nt	-4	-1	-3	nt	4	0	nt
Cc1ccc(C)c(NC(=O)COC(=O)c2ccc3ccccc3n2)c1	-210	5	-10	-4	-0.3	-2	-1	-1
O=C(Nc1nnc(Cc2ccc(F)cc2)s1)Nc1ccccc1F	-6	4	5	2	nt	-1	0	2
Nc1c(C(=O)CSc2nc3ccccc3o2)c(=O)[nH]c(=O)n1C1CC1	-18	-1	-1	-4	-0.9	12	3	2
Cc1ccc2c(c1)N(CC(=O)N1CCCc3ccccc31)C(=O)C(C)O2 (configuration not stated)	16	0	-2	8	nt	-6	0	1
CN1CCN(c2ncnc3c2ncn3[C@H]2CN(Cc3ccc(-c4ccccc4)cc3)C[C@@H](CO)O2)CC1	-43	-4	-14	2	0.0	nt	2	0
O=C(O)COc1ccc(Cl)cc1C1CCCCC1	-17	-4	-4	3	-0.1	15	0	-7
Cc1ccc(NC(=O)COC(=O)c2ccc(S(=O)(=O)N3CCCCC3)cc2)cc1	0	1	-8	1	nt	6	-1	-1
CCCNC(=O)[C@H]1[C@H](CO)[C@H]2Cn3c(ccc(-c4ccncc4)c3=O)[C@H]2N1C(=O)c1ccccc1F	-15	-3[16.7 µM]	-2	-3	0.0	nt	-2	-5
CCCNC(=O)N1CC2(CN(Cc3ccncc3)C2)c2c(n(C)c3cc(OC)ccc23)[C@H]1CO	18	nt	nt	nt	0.0	0	nt	2
Cc1c(CN2CCCC(C(=O)c3cccc(OC(C)C)c3)C2)c(=O)n(-c2ccccc2)n1C (configuration not stated)	-19	-4	1	2	nt	0	-1	1
CSc1ccccc1OCc1cc(C(=O)NC2CCc3ccccc32)no1 (configuration not stated)	-18	1	5	9	nt	-8	2	4
COc1ccc(C(CC(=O)O)NC(=O)Cc2ccccc2)cc1OC (configuration not stated)	nt	-5	10	4	0.2	6	-14	nt
COc1ccc(S(=O)(=O)N2CC[C@@H]3[C@@H](CO)Nc4ccc(-c5ccc(C#N)cc5)cc4[C@@H]32)cc1	10	15[16.7 µM]	4	1	0.1	12	4	-3
Cc1ccc(C(=O)CCC(=O)OCC(=O)Nc2ccccc2SCC#N)cc1	-133	nt	nt	nt	-0.5	0	nt	-1
CC1CN(C2CCN(S(=O)(=O)c3ccccc3)CC2)CC(C)O1 (configuration not stated)	-6	6	4	1	nt	6	nt	1
O=C(Nc1cccc(F)c1)N[C@H]1CC[C@H](CCn2cc(Cc3ccccc3)nn2)O[C@H]1CO	-26	nt	0	1	0.0	8	1	-1
Cc1ccc2c3c(cccc13)-c1ccccc1C2=O	-53	-10	-7	0	nt	nt	2	6
COc1cccc(-c2ccc([C@H]3[C@H]4CN(C(=O)NC(C)C)CC(=O)N4[C@H]3CO)cc2)c1	1	nt	nt	nt	-0.3	6	nt	0
COc1ccccc1C1CC(=O)Oc2c(C(C)C)ccc(C)c21 (configuration not stated)	1	-7	4	-4	-7.0	0	2	nt
COc1ccc(C2(O)CCN(Cc3nnnn3Cc3ccc(F)cc3)CC2)cc1	-5	-6	1	3	nt	2	3	-1
CC(C)c1cc(C(=O)NCc2cccnc2)no1	-11	-2	nt	nt	nt	-5	nt	1
Cc1ccc(Oc2ncccc2CO)cc1	-4	-16	1	0	nt	nt	-3	-9

Following part:
SMILES	RAD52 anneal inh	miR-122 sensor	RAD54 inh	PglD inh	E-selectin induc	PGC1a acetyl inh	Cneo AK release	ERAP1 inh
COCCNC(=O)Cn1c(=O)n(CCC(=O)NCCc2ccccc2)c(=O)c2ccccc21	nt	4	2	3	nt	nt	1	nt
CC1(O)CC(=O)N(c2ccccc2)O1 (configuration not stated)	nt	-10	-1	3	nt	-6	-2	nt
CCc1cc(=O)oc2c(C)c(OCC(=O)NC3CC(C)(C)NC(C)(C)C3)ccc12	nt	2	4	2	nt	-1	-5	nt
COc1ccc(S(=O)(=O)N(C)C[C@@H]2OCCCC[C@H](C)Oc3ccc(N(C)C)cc3C(=O)N([C@H](C)CO)C[C@@H]2C)cc1	12	-1[16.7 µM]	-2	8	-0.2	13	10	-3
Cc1ccc(C(=O)Nc2nc3ccccc3n3nnnc23)cc1	nt	-4	12	-24	nt	-10	-2	nt
CCOc1ccc(N2CC(C(=O)NCCc3c[nH]c4ccc(OC)cc34)CC2=O)cc1 (configuration not stated)	-19	-3	-8	4	nt	nt	-1	1
COc1ccc(C(=O)NCc2cccnc2)cc1C(=O)NCc1cccnc1	-1	-4	-12	2	-0.2	4	-2	0
Cc1ccc(-c2nn(-c3ccccc3)cc2/C=N/NC(=O)c2ccc(Br)o2)cc1	nt	0	-6	1	nt	-19	0	nt
CC(=O)c1ccc(-c2ccc(C(=O)NCC(c3ccc(F)cc3)N3CCOCC3)o2)cc1 (configuration not stated)	-47	-6	7	2	-1.8	-9	-2	5
COc1ccccc1N(C)S(=O)(=O)c1ccc(C(=O)OCC(=O)Nc2cc(C)on2)cc1	-8	-3	-5	1	nt	nt	0	-3
CCCCC(c1nnnn1CCOC)N1CCN(C(=O)c2ccco2)CC1 (configuration not stated)	nt	-3	-7	-4	nt	1	0	nt
C[C@H]1CN([C@@H](C)CO)C(=O)c2cc(NC(=O)Cc3ccccc3)ccc2O[C@H]1CN(C)C(=O)Nc1ccc2c(c1)OCO2	nt	1[16.7 µM]	-3	0	-12	4	-2	nt
O=C(CCN1C(=O)S/C(=C\c2cccs2)C1=O)Nc1nccs1	-25	-5	nt	nt	8.4	3	nt	nt
CCN1CCN(C(c2cccs2)C(C)NC(=S)Nc2cc(C)ccc2C)CC1 (configuration not stated)	1	nt	nt	nt	-0.2	2	nt	-2
COc1ccc(OCC(=O)Nc2cc3oc4ccccc4c3cc2OC)cc1	nt	-6	3	-10	nt	-9	1	nt
Cc1ccc(S(=O)(=O)N(C)C[C@H]2Oc3ccc(NC(=O)Cn4cnnn4)cc3CC(=O)N([C@@H](C)CO)C[C@H]2C)cc1	2	-8[16.7 µM]	0	4	-0.1	-12	-2	1

An excerpt from above in order of number of heavy atoms, lowest first.
SMILES	RAD52 anneal inh	miR-122 sensor	RAD54 inh	PglD inh	E-selectin induc	PGC1a acetyl inh	Cneo AK release	ERAP1 inh
Cc1ccc(C(=O)Nc2nc3ccccc3n3nnnc23)cc1	nt	-4	12	-24	nt	-10	-2	nt
CCN1CCN(C(c2cccs2)C(C)NC(=S)Nc2cc(C)ccc2C)CC1 (configuration not stated)	1	nt	nt	nt	-0.2	2	nt	-2
Cc1ccc(-c2nn(-c3ccccc3)cc2/C=N/NC(=O)c2ccc(Br)o2)cc1	nt	0	-6	1	nt	-19	0	nt
CC(=O)c1ccc(-c2ccc(C(=O)NCC(c3ccc(F)cc3)N3CCOCC3)o2)cc1 (configuration not stated)	-47	-6	7	2	-1.8	-9	-2	5
